From PubChem BioAssay
MRP1 act: H69AR viability gain despite doxorubicin, primary screen, MRP-1 activator project, H69AR cells, CellTiter-Glo; viability rescue; viability increase, % at 10 µM; 0.61% of 140,000 active; AID 799, 2007;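 active means viability gain under doxorubicin at or above a set limit, the compound median plus 3 SD, cut at about 4.7% in these data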;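 further: MRP-1 overexpressing cells given doxorubicin 25 µM after compound pretreatment; 18-22 h compound pretreatment then 72 h with doxorubicin before readout; 0% = doxorubicin-only wells and 100% = vehicle-treated cells without doxorubicin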
Phagocytosis inh: inhibitors of macrophage phagocytosis, primary screen, imaging, J774A.1 cells, IgG beads; J774A.1 macrophage IgG-bead phagocytosis; inhibition, % at 5 µM; 0.07% of 110,000 active; AID 1029, 2008;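 active means inhibition above the mean of the plate negative controls plus 5 SD, cut at about 13% in these data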;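 further: phagocytic index as fraction of beads internalized from green versus red external bead signal; plate controls were DMSO negative control for no effect and cytochalasin-D positive control for full effect; some results beyond the cut were filed as inactive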
E-sel TNF inh: E-selectin induction blockers in HUVEC – imaging, immunofluorescence, high content, primary screen. inhibition, % at 2 µM. 0.71% of 120,000 active. HUVEC TNFa-induced E-selectin immunofluorescence;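 active means inhibition above the batch mean plus 3 SD, and confirmed as a hit on visual image review, cut at about 43% in these data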;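 further: 0% = TNF-stimulated DMSO wells and 100% = unstimulated control wells; not every result past the cut was called active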
BB579 growth dn: growth inhibitors of yeast BB579 in restrictive medium, primary screen, yeast lifespan-shortening project, S. cerevisiae | OD615, 48 h | inhibition, % at 10 µM | 0.51% of 140,000 active;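 active means inhibition above a set limit, 3 SD over the mean compound inhibition, cut at about 44% in these data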; further: inactives centre near -24
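Assay system – yeast BB579 (DeaD) · Dosing – single compound dose of 10 µM, 0.25% DMSO final · Detection – OD615 turbidity measurement · Buffer or medium – CSMM-D restrictive synthetic medium containing dextrose (glucose) · Benchmarks – positive control amphotericin B 10 µg/mL · Incubation – 48 h exposure, 30 °C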
GALR2 antag: GALR2 antagonists in receptor-expressing cells, primary screen | Galanin receptor type 2 (Homo sapiens), O43603 | antagonist mode | inhibition, % at 4 µM | 0.39% of 140,000 active | AID 828, 2007; in the data active means inhibition above about 27%;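 further: cells stimulated with galanin 1-16 at roughly its EC80; 0% = agonist challenge control and 100% = basal control without agonist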
Target sequence (O43603 whole entry, looked up): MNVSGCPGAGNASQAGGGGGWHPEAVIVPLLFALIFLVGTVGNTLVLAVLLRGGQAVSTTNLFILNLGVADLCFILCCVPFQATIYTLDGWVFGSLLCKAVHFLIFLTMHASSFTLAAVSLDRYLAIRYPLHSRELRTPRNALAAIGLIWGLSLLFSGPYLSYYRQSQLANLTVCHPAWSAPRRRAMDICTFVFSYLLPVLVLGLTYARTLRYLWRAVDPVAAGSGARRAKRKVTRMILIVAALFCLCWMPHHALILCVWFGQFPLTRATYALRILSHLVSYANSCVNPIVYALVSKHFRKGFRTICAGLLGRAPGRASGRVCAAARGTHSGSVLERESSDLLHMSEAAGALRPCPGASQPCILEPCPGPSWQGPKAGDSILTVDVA
Measles CPE: compounds protecting cells from measles virus cytopathic effect, primary screen, measles RdRp inhibitor project, single point, MLSMR library, absorbance | Measles virus-infected cells, CPE protection | protection (pct of control), % at 4 µM | 1.5% of 140,000 active; in the data active means protection mostly above about 24%, no sharp cut-off; inactive means mostly below about 26%; further: some compounds called inactive have numbers as strong as hits
HCT116 bCat-KO: primary screen for growth suppressors in beta-catenin knockout HCT116 cells (colon tumor, human); 1.5% of 140,000 active; HCT116 beta-catenin knockout viability, CellTiter-Glo, 60 h; hits give low values; viability, % at 10 µM;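 active means viability at or under a set limit, the compound median less 4 SD, cut at about 6% in these data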;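 further: 0% = Hyamine 1622 control at 20 µM and 100% = untreated cell control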
Yeast life ext: compounds extending yeast replicative lifespan, primary screen, S. cerevisiae, OD615; S. cerevisiae growth with nicotinamide; deaD strain in restrictive glucose medium; 0.68% of 130,000 active; inhibition of the nicotinamide effect, % at 10 µM;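 active means inhibition above a set limit, placed 3 SD over the median of all compounds, cut at about 26% in these data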;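 further: 0% = nicotinamide-treated wells and 100% = cells grown without nicotinamide; some compounds called inactive have numbers as strong as hits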
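Test system: DeaD-strain S. cerevisiae / Buffer or medium: restrictive glucose medium / Also added: nicotinamide 1.5 mM / Doses: one concentration, 10 µM, DMSO 0.25% / Schedule: 48 h at 30 °C / Signal: OD615 measurement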
HCT116 PTEN-null: growth suppression of PTEN-null HCT116, primary screen, cell-based, CellTiter-Glo; HCT116 PTEN-null viability, 60 h; hits give low values; viability, % at 10 µM; 1.2% of 140,000 active; AID 827, 2007;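 active means viability at or below a set limit, 4 SD under the median of all tested compounds, cut at about 3.7% in these data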;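 further: PTEN knockout HCT116 line with beta catenin targeted HCT116 as companion control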
NPY-Y2 antag: NPY-Y2 receptor antagonists, primary screen, cell-based; NPY-Y2 expressing cells, antagonist mode; inhibition, % at 2.7 µM; 0.99% of 140,000 active; AID 793, 2007; in the data active means inhibition above about 17%;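 further: 0% = vehicle with agonist challenge and 100% = reference antagonist with challenge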
Target sequence (P49146 whole entry, looked up): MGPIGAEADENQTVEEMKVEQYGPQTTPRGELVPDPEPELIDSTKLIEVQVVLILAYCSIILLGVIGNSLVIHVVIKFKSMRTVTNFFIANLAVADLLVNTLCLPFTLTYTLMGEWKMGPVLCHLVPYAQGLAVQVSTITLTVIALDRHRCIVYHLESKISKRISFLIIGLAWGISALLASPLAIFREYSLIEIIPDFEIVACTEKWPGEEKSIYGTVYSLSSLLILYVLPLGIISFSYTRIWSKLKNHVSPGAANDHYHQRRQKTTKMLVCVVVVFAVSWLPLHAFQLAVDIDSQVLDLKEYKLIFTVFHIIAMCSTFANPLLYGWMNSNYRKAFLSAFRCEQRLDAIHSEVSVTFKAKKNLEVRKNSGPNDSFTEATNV
* = called active by the depositor; · = no result given. Compounds were not picked by outcome. Share with any hit: about 6.3%.

#1 Cc1cccc(NC(=O)CC23CC4CC(C2)CC(n2nnc(C)n2)(C4)C3)c1
#2 O=C1C2C3C=CC(C3)C2C(=O)N1c1ccncc1 (centres undefined)
#3 O=C(NCc1ccco1)C(C(=O)c1ccc(F)cc1)n1ccccc1=O (centres undefined)
#4 CCN(CC)C(=O)CSc1nnc(CCN)o1
#5 COc1cc(C(=O)NCCC(=O)NCCN2CCOCC2)cc(OC)c1OC
#6 CCC(=O)Nc1cc2c(C)cc(=O)oc2cc1C
#7 Cc1cccc(C(=O)N=c2c(C#N)cc3c(=O)n4cccc(C)c4nc3n2Cc2ccco2)c1
#8 O=C(c1ccncc1)c1nccn1-c1ccccn1
#9 Cc1ccc(Nc2nc(CSc3nnc(-c4ccc(F)cc4)n3C)cs2)cc1
#10 COc1cc2c(C(=O)N3CCN(c4cccc(Cl)c4)CC3)cn(C)c(=O)c2cc1OC

entry no.,1,2,3,4,5,6,7,8,9,10
MRP1 act,-2.6,0.0,-0.9,1.4,-0.6,-1.6,-1.4,0.2,0.1,-2.6
Phagocytosis inh,-9.9,·,0.7,-0.8,1.4,-0.3,-1.2,-0.7,1.1,0.4
E-sel TNF inh,·,-1.2,-0.5,-5.8,20.4,-3.7,-6.9,·,14.7,-8.6
BB579 growth dn,-8.8,-38.9,2.7,-44.3,-26.6,20.8,-36.8,-35.9,-19.2,2.4
GALR2 antag,13.8,4.6,8.8,6.8,1.3,-1.4,-8.2,0.6,9.6,-3.2
Measles CPE,20.9,15.4,32.8,23.1,4.0,8.9,18.0,8.6,15.4,18.1
HCT116 bCat-KO,89.6,88.7,101.8,89.3,94.9,90.3,92.2,109.3,75.4,34.4
Yeast life ext,3.4,-6.6,19.1,-1.4,0.0,-8.0,0.8,-5.5,-6.1,-9.3
HCT116 PTEN-null,82.1,89.0,94.7,94.7,100.1,86.7,82.3,107.4,69.7,35.3
NPY-Y2 antag,2.7,3.4,4.9,2.9,1.2,-1.4,1.0,0.5,2.3,3.8

#11 COc1ccc(CCNC(=O)c2c(C)noc2C)cc1
#12 CCOc1ccc(-c2cc(N3C(=O)Nc4ccccc4N3O)on2)cc1
#13 COC(=O)CCCCCNc1ccc(C(=O)OC)cc1N
#14 COCCCNCCOc1cc(C(C)C)ccc1C
#15 CC(=O)Oc1ccc(-c2ccc(C(=O)O)cc2)cc1
#16 Cc1ccc(Cl)cc1N1CCN(C(=O)c2cc3c(=O)n(C)c4ccccc4c3n2C)CC1
#17 O=C(NCCN1CCOCC1)c1ccc([N+](=O)[O-])cc1[N+](=O)[O-]
#18 COc1cccc(Nc2cc(C)nc3ccccc23)c1
#19 Cc1nn(C)cc1CN(C)C(=O)c1cc2nc(-c3ccco3)cc(C(F)(F)F)n2n1
#20 Cc1ccc(F)cc1NC(=O)C1CCN(c2cnccn2)CC1

entry no.,11,12,13,14,15,16,17,18,19,20
MRP1 act,0.0,-1.3,0.2,-2.7,-0.5,1.2,-1.4,-3.6,-1.3,-0.6
Phagocytosis inh,-1.4,·,2.3,-0.4,-0.6,-0.2,1.2,·,-0.6,·
E-sel TNF inh,-2.4,12.0,1.0,20.5,-5.6,1.4,26.2,-23.1,3.6,-39.8
BB579 growth dn,13.4,-7.7,-22.8,-38.3,-2.0,-23.1,-19.3,-26.6,-52.1,-39.0
GALR2 antag,-2.2,-13.7,4.0,-5.7,3.7,0.3,-10.6,0.2,8.6,1.3
Measles CPE,12.4,9.4,30.2*,4.7,17.5,9.5,2.6,7.8,9.6,5.5
HCT116 bCat-KO,93.6,98.3,91.0,93.6,100.7,6.4,95.9,51.8,96.2,100.3
Yeast life ext,-3.3,-6.3,-14.2,-13.4,-11.8,-10.7,0.8,7.4,-7.2,-14.9
HCT116 PTEN-null,98.7,100.0,110.7,87.0,100.8,4.8,85.3,51.7,96.7,94.5
NPY-Y2 antag,3.4,4.2,3.9,0.8,6.2,3.5,-3.1,5.0,0.1,0.2

#21 Cc1ccc(-n2nnnc2SCn2nnc3ccccc3c2=O)c(C)c1
#22 CCN1CCCC1CNC(=O)c1ccccc1Cl (centres undefined)
#23 O=C(CSc1nnc(C2CC2)n1-c1ccccc1)Nc1ccc(N2CCOCC2)cc1
#24 COC(=O)c1ccc(/C=N/NC(=O)CC(=O)NCC(C)C)cc1
#25 Nc1ccc(O)cc1C(=O)OCC(=O)C12CC3CC(CC(C3)C1)C2
#26 Cc1cc(C)c2cc3c(ccn3C3OC[C@H](O)[C@H](O)[C@H]3O)cc2n1 (some centres undefined)
#27 CC(=O)NS(=O)(=O)c1cccnc1Nc1cccc(Cl)c1C
#28 COc1cccc(CNc2ccc3c(c2)CCC3)c1
#29 c1nnc(NC2=NCCCCC2)s1
#30 COc1ccccc1N=Nc1[nH]c2ccc(C)cc2c1O

entry no.,21,22,23,24,25,26,27,28,29,30
MRP1 act,-0.9,-1.2,-1.3,0.5,-4.5,-0.3,3.4,-2.4,-0.3,-1.4
Phagocytosis inh,-1.2,·,0.4,0.3,-0.9,·,-5.9,·,0.3,-9.3
E-sel TNF inh,-4.6,17.1,-16.1,·,·,-30.0,20.1,26.6,-15.7,·
BB579 growth dn,-45.0,-13.7,-11.7,-50.2,-36.8,-11.3,-21.0,-12.0,-23.6,-37.0
GALR2 antag,-1.6,-4.7,-24.1,-4.3,3.7,10.8,-2.2,-11.2,-6.4,16.6
Measles CPE,9.9,13.9,38.8*,9.5,10.6,14.0,6.0,11.5,0.5,3.5
HCT116 bCat-KO,65.7,86.8,90.8,94.4,78.4,81.2,94.1,72.4,91.5,89.1
Yeast life ext,0.7,·,-11.2,-2.4,43.3,-7.5,2.6,-7.0,-0.6,1.6
HCT116 PTEN-null,74.5,93.8,103.0,101.8,89.6,89.7,101.9,75.7,100.8,107.7
NPY-Y2 antag,6.6,0.3,2.2,2.4,-2.5,0.3,7.7,1.4,1.3,-5.0

#31 COc1ccc(C(=O)NNC(=O)c2cnccn2)cc1[N+](=O)[O-]
#32 CCC(=O)Nc1nc(N)n(-c2ccccc2)n1
#33 COc1cc(C2NC(=O)NC(C)=C2C(=O)OC(C)(C)C)ccc1OCC(N)=O (centres undefined)
#34 COc1ccc(/C=N/Nc2nc(NCc3ccco3)nc(Nc3ccc(OC)cc3)n2)cc1
#35 CCOc1ccc(C2C(C#N)=C(N)Oc3cc(C)n(Cc4ccco4)c(=O)c32)cc1OC (centres undefined)
#36 CN(C)S(=O)(=O)c1ccc(C(=O)OCC(=O)c2ccc(OC(F)F)cc2OC(F)F)cc1
#37 Cc1ccc2cc(CN(CC(C)C)C(=O)C3CCCO3)c(=O)[nH]c2c1 (centres undefined)
#38 Cn1nc(-c2ccc(Cl)cc2)c2cc(C(=O)NCCCN3CCOCC3)sc21
#39 Cc1nn(CC(=O)Nc2ccccc2)c(=O)c2ccccc12
#40 Cc1cc(Cl)ccc1N(CC(=O)N=Nc1c(O)[nH]c2ccccc12)S(C)(=O)=O

entry no.,31,32,33,34,35,36,37,38,39,40
MRP1 act,-1.0,-0.6,-0.8,-0.2,-3.5,1.2,-1.7,-5.4,-2.6,2.3
Phagocytosis inh,1.4,-0.3,-3.7,·,-2.5,-0.5,-0.6,0.1,-0.6,-1.1
E-sel TNF inh,21.8,7.1,-11.8,-37.9,1.4,0.4,-1.0,·,6.5,-8.9
BB579 growth dn,-38.1,-19.6,-35.7,-20.8,-29.8,-72.9,-19.6,27.7,15.7,-43.9
GALR2 antag,-12.3,-2.3,-15.1,15.0,-9.8,-21.5,7.2,9.4,1.4,-2.2
Measles CPE,15.3,4.8,9.3,4.1,14.8,19.4,18.9,-0.7,2.1,4.6
HCT116 bCat-KO,110.4,103.8,87.1,99.9,87.3,97.8,105.3,14.6,96.8,85.0
Yeast life ext,-4.7,-5.9,4.4,-1.4,0.2,-8.1,-4.8,-9.5,-6.2,-15.3
HCT116 PTEN-null,99.4,99.5,96.7,94.0,95.0,101.9,109.5,27.1,87.3,76.2
NPY-Y2 antag,-1.2,4.0,1.3,17.0,2.7,1.0,1.0,0.7,-1.5,3.4

#41 CNC(=O)NC(=O)CSc1ccc(NC(C)=O)cc1
#42 [O-][N+]12CC[N+]([O-])(CC1)c1ccccc12
#43 Cc1ccc(S(=O)(=O)/N=C(\CN2CCCCC2)N2CCOCC2)cc1
#44 Clc1c(CSc2nc3ccccc3o2)nc2ccccn12
#45 CCOC(=O)c1oc2cc(C)cc(O)c2c(=O)c1-c1csc(C)n1
#46 CC(C)c1ccc(OCc2cccc(C(=O)N/N=C/c3cccnc3)c2)cc1
#47 O=c1c2ccccc2oc2ncccc12
#48 Cc1ccc(C(C)C)c(OCC(O)CN2CCN(CCO)CC2)c1 (centres undefined)

entry no.,41,42,43,44,45,46,47,48
MRP1 act,-0.5,-0.3,0.2,-0.7,-2.5,-2.1,0.2,-2.4
Phagocytosis inh,-0.5,-0.5,-0.6,-1.8,-0.6,-2.5,-3.4,·
E-sel TNF inh,-2.7,9.5,-18.9,7.8,-10.8,-4.0,·,-35.7
BB579 growth dn,-18.4,-23.9,2.6,-15.4,-4.5,-9.7,24.3,-29.9
GALR2 antag,-5.1,-4.6,8.3,-5.7,-11.1,0.4,-3.3,-3.2
Measles CPE,8.2,4.8,3.7,13.7,8.5,3.7,18.9,14.8
HCT116 bCat-KO,104.8,107.1,84.0,98.2,90.8,86.8,100.9,94.7
Yeast life ext,-3.4,-7.6,-12.8,-19.0,3.2,-2.6,-18.0,·
HCT116 PTEN-null,98.0,101.8,97.4,85.2,91.6,96.7,111.4,99.9
NPY-Y2 antag,2.1,0.3,-1.2,7.5,2.6,4.7,-0.4,3.6

One compound at a time (already shown):
Cc1ccc(S(=O)(=O)/N=C(\CN2CCCCC2)N2CCOCC2)cc1 in the list: MRP1 act = 0.2; Phagocytosis inh = -0.6; E-sel TNF inh = -18.9; BB579 growth dn = 2.6; GALR2 antag = 8.3; Measles CPE = 3.7; HCT116 bCat-KO = 84.0; Yeast life ext = -12.8; HCT116 PTEN-null = 97.4; NPY-Y2 antag = -1.2
CNC(=O)NC(=O)CSc1ccc(NC(C)=O)cc1 in the list: MRP1 act = -0.5; Phagocytosis inh = -0.5; E-sel TNF inh = -2.7; BB579 growth dn = -18.4; GALR2 antag = -5.1; Measles CPE = 8.2; HCT116 bCat-KO = 104.8; Yeast life ext = -3.4; HCT116 PTEN-null = 98.0; NPY-Y2 antag = 2.1
Cc1ccc(C(C)C)c(OCC(O)CN2CCN(CCO)CC2)c1 (centres undefined) in the list: MRP1 act = -2.4; Phagocytosis inh = ·; E-sel TNF inh = -35.7; BB579 growth dn = -29.9; GALR2 antag = -3.2; Measles CPE = 14.8; HCT116 bCat-KO = 94.7; Yeast life ext = ·; HCT116 PTEN-null = 99.9; NPY-Y2 antag = 3.6
